HT1080 cytotoxicity: cytotoxicity in HT1080 fibrosarcoma cells, cell-based, fluorescence readout (AID 620) | HT1080 viability, fluorescence; higher % means a stronger effect | cytotoxicity, % at 10 µM, or EC50 in µM where a hit was titrated | 87,000 tested, 0.42% active; in the data active = cytotoxicity above about 50%;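 also: cells exposed to compound overnight then 4 h with Alamar Blue; 0% = vehicle DMSO and 100% = killing control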
Starred values were filed as active, the others as inactive. An excerpt (hit frequency here may not be typical).

SMILES | HT1080 cytotoxicity
O=C1CCCc2c1[nH]c1ccc(Cl)cc21 | 9%
Cc1cc(NCCCn2ccnc2)n2nc(C)c(-c3ccc(Cl)cc3)c2n1 | 0%
O=C1C=C(c2ccccc2)CC(c2cccs2)C1n1cnc([N+](=O)[O-])c1 (stereo unspecified) | -4%
O=C1CSC(c2ccccn2)N1c1ccc(Cl)c(Cl)c1 (stereo unspecified) | 8%
Cc1ccc(Cn2nnc3c(=O)[nH]c(C4CCCN(C(=O)Nc5ccc(F)cc5F)C4)nc32)cc1 (stereo unspecified) | 2%
CCN(C(=O)c1cc2ccccc2oc1=O)c1ccccc1 | 15%
COc1ccc2oc(=O)c(C(=O)n3ccc(C)n3)cc2c1 | 5%
O=C(CCn1[nH]c(=O)c2ccccc2c1=O)N1CCOCC1 | -10%
CCOc1ccccc1NC(=O)CN1CCC(NC(=O)c2ccccc2)CC1 | -4%
CCOC(=O)c1oc2cc(O)ccc2c(=O)c1-c1ccc(OC)cc1 | -6%
CCOc1ccc(N(CC(=O)NC2CCCCC2)C(=O)CNC(=O)c2ccco2)cc1 | 2%
CC(C)(C)C(=O)NC(c1ccc(Cl)cc1)[C@]1(C)C[C@H]1C1CCCCC1 (stereo partly specified) | 31%
C=C(C)CSc1nnc(-c2ccc(C)cc2)n1N | 6%
O=C1CC(Cc2ccc(Cl)cc2)C(=O)N1c1ccncc1 (stereo unspecified) | -5%
CCC1=C2CC[C@H]3C(=O)N(c4ccccc4)C(=O)[C@H]3[C@H]2[C@@]2(Cc3ccccc3)C(=NCc3ccccc3)OC(=O)N2C1=O | 7%
Cc1cc(C)c2c(=O)[nH]c(SCC(=O)Nc3ccc(N(C)C)cc3)nc2n1 | -5%
Cc1ccnn1CC(=O)N/N=C/c1ccco1 | 8%
COC(=O)c1ccc(C(NC(=O)OCc2ccccc2)/C(C)=C/[C@@H](C)C(=O)NCc2ccc(-c3ccccc3)cc2)cc1 (stereo partly specified) | -1%
COC(=O)c1cc2nc(-c3ccccc3)cc(C(F)(F)F)n2n1 | 3%
O=S(=O)(NCc1cccnc1)c1ccccc1 | 2%

Single values from the entries so far:
HT1080 cytotoxicity, `CCC1=C2CC[C@H]3C(=O)N(c4ccccc4)C(=O)[C@H]3[C@H]2[C@@]2(Cc3ccccc3)C(=NCc3ccccc3)OC(=O)N2C1=O` = 7%
HT1080 cytotoxicity, `COC(=O)c1cc2nc(-c3ccccc3)cc(C(F)(F)F)n2n1` = 3%
HT1080 cytotoxicity, `O=C1CCCc2c1[nH]c1ccc(Cl)cc21` = 9%
HT1080 cytotoxicity, `COC(=O)c1ccc(C(NC(=O)OCc2ccccc2)/C(C)=C/[C@@H](C)C(=O)NCc2ccc(-c3ccccc3)cc2)cc1` (stereo partly specified) = -1%
HT1080 cytotoxicity, `CCOc1ccccc1NC(=O)CN1CCC(NC(=O)c2ccccc2)CC1` = -4%
HT1080 cytotoxicity, `CCOC(=O)c1oc2cc(O)ccc2c(=O)c1-c1ccc(OC)cc1` = -6%
HT1080 cytotoxicity, `Cc1cc(NCCCn2ccnc2)n2nc(C)c(-c3ccc(Cl)cc3)c2n1` = 0%

(continued)
SMILES | HT1080 cytotoxicity
CCOC(=O)C(=O)Nc1nnc(CCc2ccccc2)s1 | 6%
COC(=O)c1cc(Br)c(=O)n(-c2ccccc2F)c1 | -3%
COC(=O)[C@@H]1C[C@@]2(O)[C@H](O)[C@H](O)[C@H](O)C[C@H]2N1Cc1ccc(N2CCOCC2)cc1 | 16%
C=CCSc1cc(C)nc2c(-c3ccc(Cl)cc3)c(C)nn12 | -9%
CC(=O)c1ccc2c(c1)C1C=CCC1C(c1ccncc1)N2 (stereo unspecified) | -11%
Cc1ccc(NCN2C(=O)C3CC=C(Cl)CC3C2=O)cc1 (stereo unspecified) | -9%
O=C1CSC(c2cn(-c3ccccc3)nc2-c2cccs2)N1Cc1ccccc1 (stereo unspecified) | -4%
Cn1nnnc1SCC(=O)c1ccc(Br)s1 | 1%
Cn1c(=O)c2c(nc(SCCN3CCCCC3)n2C)n(C)c1=O | 9%
O=S(=O)(c1ccc(OCC(O)CN2CCCCC2)cc1)N1CCOCC1 (stereo unspecified) | -1%
NC(=O)CSc1nnc(C2CC2)n1-c1ccccc1 | -9%
O=C(NCSc1ccnc(SCNC(=O)c2ccccc2)n1)c1ccccc1 | 1%
CCSC1=NC(C)(C)C=C(/C=C/c2ccc(Cl)cc2Cl)N1 | 21%
CCOc1cc(CNc2ccc3cn[nH]c3c2)ccc1OC | -9%
CC(=O)[C@@H]1[C@@H]2C(=O)N(C3CCCCC3)C(=O)[C@@H]2C2c3ccccc3C=CN21 (stereo partly specified) | -5%
Cc1cc(/C=C2\SC(N)=NC2=O)c(C)n1-c1ccccc1 | -5%
CC(C(=O)Nc1ccccc1-c1ccccc1)N1CCCCC1 (stereo unspecified) | -11%
C/C(=N\NC(=O)C1COc2ccccc2O1)c1cccs1 (stereo unspecified) | 8%
COCCNC(=O)CSc1nnc2c(Cl)cc(Cl)cn12 | -13%
CC(Oc1cccc2c1OC(C)(C)C2)C(=O)O (stereo unspecified) | 0%
C=C(C)C(=O)OC1(C(F)(F)F)Oc2cc(C)ccc2NC1=O (stereo unspecified) | -2%
CCOc1ccc(C(=O)N2CCSC2=S)cc1 | 0%
O=C(CNC(=O)c1ccco1)NCC(=O)OC(C(=O)c1ccccc1)c1ccc(Cl)cc1 (stereo unspecified) | -6%
CCNC(=S)NCCN1CCCCC1 | 2%
CNC(=O)C1CC(=O)N/C(=N/N=C(\C)c2cccs2)S1 (stereo unspecified) | -3%
O=C(CSc1nnc2n1CCCN2C(=S)Nc1ccc(Cl)cc1)c1ccccc1 | -5%
CC1=CN2C(=NC(=O)CC2(C)C(=O)N(CC(=O)NC2CCCC2)c2ccccc2C)C=C1 (stereo unspecified) | -12%
Cc1cccc(-n2c(C)cc(/C=N/n3cnnc3)c2C)c1 | -1%
Cc1nn(C)c(C)c1NC(=O)CSc1nc(-c2ccccc2Cl)nc2c1cnn2-c1ccccc1 | -11%
Cc1ccc(C(=O)n2nnc3ccccc32)cc1 | -24%
COc1cc(/C=C/C(=O)NNc2c(F)c(F)cc(F)c2F)ccc1OC(F)F | -1%
Cc1c(C(=O)N2CCCCC2)sc(NC(=O)c2ccco2)c1C#N | -6%
COc1ccc(-c2nnc(SCC(=O)Nc3sc4c(c3C#N)CCCC4)n2-c2ccccc2)cc1 | 7%
CCCn1c(C(O)c2ccc(OC)cc2)nc2ccccc21 (stereo unspecified) | 0%
CCOC(=O)c1ccccc1OCc1cc(/C=N/n2cnnc2)ccc1OC | -6%
Cc1cccc(NC(=O)COC(=O)CNC(=O)C2CCCCC2)c1 | 19%
CCCCCC(=O)NC(=S)NNC(=O)CC | 12%
O=C(NC(=S)Nc1ccccc1N1CCCCC1)c1ccc(-c2cccc([N+](=O)[O-])c2)o1 | 0%
O=C(CSCC(=O)NC1CC1)Nc1ccc2ccccc2c1 | -7%
CN(c1ncc(C(F)(F)F)cc1Cl)n1cc(C(=O)O)c2ccccc2c1=O | 10%
CSc1nc(C)cc(SC(C(C)=O)C(=O)Nc2ccccc2)n1 (stereo unspecified) | -11%
CC(C)OC(=O)c1cccc(C(=O)Oc2ccccc2)n1 | -16%
O=C1C=C(NCc2ccc(Cl)c(Cl)c2)C2(CCCCC2)O1 | -14%
Cc1cc(C)c(C)c(OCCCn2ccnc2)c1 | -21%
COc1ccccc1CNC(=O)CCCOc1cc(=O)n(C)c2ccccc12 | 8%
O=C(c1cc(-c2ccccc2Cl)on1)N1CCN(C(=O)c2ccco2)CC1 | -12%
Cc1ccc2c(c1)NC(C(C)(C)C)CO2 (stereo unspecified) | -5%
CS(=O)(=O)N(CC(=O)Nc1ccc(Cl)c(Cl)c1)C1CCCCC1 | 1%
CN1C(=O)NC(c2ccccc2)C2=C1CN(CCc1ccccc1)C2=O (stereo unspecified) | -13%
COC(=O)c1ccc(C)c(NS(=O)(=O)c2ccc(OC)c(OC)c2)c1 | 4%
COc1ccc(N2C(=O)CSC23CCC(C(C)(C)C)CC3)cc1 (stereo unspecified) | -7%
COc1ccc(CN(C(=O)c2ccco2)c2ccccc2)cc1 | -4%
COc1ccc(NC(=S)NC(NC(=O)c2cccc(Cl)c2)C(Cl)(Cl)Cl)c([N+](=O)[O-])c1 (stereo unspecified) | -8%
COc1ccc(OCCCn2c(=O)oc3ccccc32)cc1 | -6%
CC1(C)SC(=S)N(Cc2ccc3c(c2)OCO3)C1N(O)C(=O)NC1CCCCC1 (stereo unspecified) | -13%
CC(C)(C)NC(=O)C(c1ccc(F)cc1)N(Cc1ccco1)C(=O)Cn1nnc(-c2cccs2)n1 (stereo unspecified) | 18%
O=C(Nc1ccc(Cl)cc1)N1CCC(c2nc(-c3ccccc3Cl)no2)CC1 | -20%
CNC(=O)COc1ccccc1C(=O)Nc1ccc2c(c1)oc1ccccc12 | -8%
CCC(C)[C@H](NC(=O)OC(C)(C)C)C(=O)N/N=C/c1ccc2nccnc2c1 (stereo partly specified) | -12%
O=C1c2ccccc2C(=O)N1c1cccnc1 | -3%

Going on with the list.
SMILES | HT1080 cytotoxicity
Cc1cc(C=O)c(C)n1-c1ccc(N2CCOCC2)cc1 | -5%
CCN(CC)S(=O)(=O)c1ccc(Cl)c(C(=O)N2CCc3ccccc32)c1 | 8%
C=C(C)COc1ccc(-c2n[nH]c(C)c2-c2ccc(OC)cc2)c(O)c1 | -14%
Cc1ccc(CNC(=O)C(Cc2ccccc2)NS(=O)(=O)c2cccs2)cc1 (stereo unspecified) | -4%
O=C(NC1CCCCC1)C(c1ccco1)N(C(=O)C(F)(F)F)C1CC1 (stereo unspecified) | -2%
CC(=O)Nc1ccc(C(=O)NC(CC(=O)O)c2ccc(Cl)cc2)cc1 (stereo unspecified) | -2%
COc1ccccc1CN(Cc1cc2cc3c(cc2[nH]c1=O)OCCO3)Cc1nnnn1Cc1ccco1 | -8%
O=C(Nc1nc2nc(-c3ccccc3)cc(=O)n2[nH]1)c1ccccc1 | -20%
CCCCc1n[nH]c2c1/C(=N/O)CC(C)(C)C2 | 11%
O=C(NCC(=O)N(Cc1ccccc1)C(C(=O)NC1CCCC1)c1cccnc1)c1ccco1 (stereo unspecified) | -6%
CC(NC(=O)c1ccc(CS(=O)(=O)c2ccc(Cl)cc2)o1)c1ccc2c(c1)OCCO2 (stereo unspecified) | -17%
c1ccc(-c2c[nH]c3[n+]2CCCCC3)cc1 | -7%
N#Cc1ccc(Nc2ccccc2)c(N)c1 | -17%
COc1ccc(S(=O)(=O)NCCSCc2ccco2)cc1C | 6%
CNC(=O)C(C)NS(=O)(=O)c1ccc(F)cc1 (stereo unspecified) | 0%
Cc1cc(O)c(C(C[N+](=O)[O-])c2ccc(Cl)cc2Cl)c(=O)o1 (stereo unspecified) | -10%
Cc1ccccc1-c1nc2cc(Cl)ccc2o1 | 3%
CCOC(=O)Cc1cc(=O)n2[nH]c(-c3ccc(C)cc3)cc2n1 | 7%
Cc1ccc(CSCC(=O)N2CCN(c3ccc(F)cc3)CC2)cc1 | 23%
CC(Sc1ccc(Cl)cc1)C(=O)NCc1cccnc1 (stereo unspecified) | -9%

Four entries already listed, ordered by molecular weight, low to high:
SMILES | HT1080 cytotoxicity
Cc1cc(C=O)c(C)n1-c1ccc(N2CCOCC2)cc1 | -5%
CC(=O)Nc1ccc(C(=O)NC(CC(=O)O)c2ccc(Cl)cc2)cc1 (stereo unspecified) | -2%
Cc1ccc(CNC(=O)C(Cc2ccccc2)NS(=O)(=O)c2cccs2)cc1 (stereo unspecified) | -4%
COc1ccccc1CN(Cc1cc2cc3c(cc2[nH]c1=O)OCCO3)Cc1nnnn1Cc1ccco1 | -8%

(continued)
SMILES | HT1080 cytotoxicity
O=C(CC12CC3CC(CC(C3)C1)C2)NCc1ccncc1 | 0%
O=C(NC(=S)Nc1cc([N+](=O)[O-])ccc1Cl)c1ccccc1 | 5%
CN1CCN(C(=O)CCNC(=O)Cn2ccc3ccccc3c2=O)CC1 | 11%
CCOC(=O)C1CSC(CC(=O)Nc2ccc(OCC)cc2)C(=O)N1 (stereo unspecified) | -12%
CCn1nnnc1SCC(=O)c1ccc(C)cc1 | -8%
COc1cccc(C(=O)OCCN2CCCCC2)c1 | -9%
O=C(NC1CC1)c1nc2c(nnn2Cc2ccccc2Cl)c(=O)[nH]1 | 8%
COC(=O)Cn1c(C)c(C#N)c2ccccc21 | 13%
Oc1ccc(CNc2ccccc2O)cc1 | 7%
Cc1cccc(NC(=O)c2sc(C)nc2C)c1 | 10%
CC(C)(C)c1ccc(S(=O)(=O)NCc2ccc(C(=O)N3CCCC3)cc2)cc1 | -6%
Cc1onc(-c2ccccc2Cl)c1C(=O)OCC(=O)c1ccccc1 | 0%
Cc1ccc(S(=O)(=O)N2CCC(C(=O)NCc3ccccc3Cl)CC2)cc1 | -5%
COC(=O)[C@@H]1C[C@@]2(O)[C@H](O)[C@H](O)[C@H](O)C[C@H]2N1CC1CCCCC1 | 4%
CC(=O)Nc1ccc(N2C(C(C)=O)=NN(c3ccc(Cl)cc3)C2c2sccc2C)cc1 (stereo unspecified) | -2%
Cn1c(/C(C#N)=N/O)nc2ccccc21 | -3%
Cc1ccc(NC(=O)c2noc3c2CCc2ccccc2-3)cc1 | 4%
Cc1ccccc1NC1(C#N)C(=O)Nc2ccccc21 (stereo unspecified) | -43%
CC(=O)CCS(=O)(=O)c1ccc(Oc2ccc(S(=O)(=O)CCC(C)=O)cc2)cc1 | 6%
COc1cccc(/C=N/n2c(=S)n(C)c3ccccc32)c1OC | -18%
COc1ccc(C2C=C(c3ccccc3)Nc3nc(NC(C)=O)nn32)cc1 (stereo unspecified) | -11%
O=C(CN1CC(=O)Oc2ccccc21)OCC(=O)c1ccc(Br)cc1 | 22%
Cn1cc(C(=O)NCc2ccc(F)cc2)c(=O)c2cc(S(=O)(=O)N3CCCCC3)ccc21 | 4%
CCCOC(=O)Nc1nnc(CCC)s1 | -3%
CC(=O)OCCCN1c2ccccc2Nc2nnc(-c3ccccc3)cc21 | 5%

A different layout for part of the listing above:
O=C(CN1CC(=O)Oc2ccccc21)OCC(=O)c1ccc(Br)cc1
  HT1080 cytotoxicity: 22%
CCCOC(=O)Nc1nnc(CCC)s1
  HT1080 cytotoxicity: -3%
CC(=O)OCCCN1c2ccccc2Nc2nnc(-c3ccccc3)cc21
  HT1080 cytotoxicity: 5%
COc1ccc(C2C=C(c3ccccc3)Nc3nc(NC(C)=O)nn32)cc1 (stereo unspecified)
  HT1080 cytotoxicity: -11%
